Compound activity (PubChem)
Avidin bead fluor: green autofluorescence of compounds with avidin beads – biophysical, 488/530 nm, flow cytometry, artefact control, profiling panel; compound fluorescence 488/530 nm; active compounds read high; fluorescence (KMESF) at 10 µM; hit rate 0.38% among 220,000; AID 1775, 2009; in the data active = fluorescence above about 47; also: inactives centre near 10
ABCB1 inh: ABCB1 efflux pump inhibitors, primary screen, cell-based, multiplex, flow cytometry, ABCG2 counter-screen; ATP-dependent translocase ABCB1 (Homo sapiens), P08183; CCRF-Adr cells, JC-1 efflux; inhibition, % at 6.6 µM; hit rate 0.067% among 190,000; AID 1326, 2008; in the data active = inhibition above about 40%;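 also: 0% = vehicle and 100% = reference inhibitor; higher value means more JC-1 retained so stronger ABCB1 efflux block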
Bcl-B Bim block: inhibitors of Bim-Bcl-B binding, primary screen, biochemical, multiplexed, human Bcl-2 family. Bcl-2-like protein 10 (Homo sapiens), Q9HD36. bead-based flow cytometry, Bim peptide-Bcl-B binding. inhibition, % at 10 µM. hit rate 0.073% among 190,000. AID 951, 2007;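 also: 0% = tracer peptide without compound and 100% = reference inhibitor peptide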
Bcl-W Bim block: inhibitors of Bim binding to Bcl-W, primary screen, biochemical, multiplexed, bead-based flow cytometry | Bcl-2-like protein 2 (Homo sapiens), Q92843 | Bim peptide-Bcl-W binding | inhibition, % at 10 µM | hit rate 0.02% among 190,000;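 also: 0% = bound tracer without compound and 100% = peptide blocker; higher means less fluorescent Bim peptide bound to Bcl-W beads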
Target sequence (Q92843 whole entry, looked up): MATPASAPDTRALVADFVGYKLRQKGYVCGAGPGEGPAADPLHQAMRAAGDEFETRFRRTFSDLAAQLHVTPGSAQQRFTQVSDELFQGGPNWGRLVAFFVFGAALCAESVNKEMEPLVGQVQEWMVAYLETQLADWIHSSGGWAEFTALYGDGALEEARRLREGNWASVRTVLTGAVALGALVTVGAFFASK
Bcl-2 Bim block: inhibitors of Bim-Bcl-2 binding, primary screen, biochemical, multiplexed, human Bcl-2 family | hit rate 0.06% among 190,000 | Bead-based flow cytometry, Bim peptide-Bcl-2 binding | inhibition, % at 10 µM; in the data active = inhibition above about 40%; inconclusive = no clear call, values can overlap the other calls;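 also: 0% = no compound wells with probe peptide and 100% = reference peptide inhibitor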
RGS7-Gao reg: RGS7-Galphao binding modulators, primary screen, biochemical, multiplexed bead flow cytometry | Guanine nucleotide-binding protein G(o) subunit alpha (Homo sapiens), P09471 | hit rate 0.35% among 220,000 | actives lie on both sides | AID 1439, 2008 | binding response (% of control), % at 10 µM; in the data active = binding response below about 49% or above about 150%; inconclusive = no clear call, values can overlap the other calls; inactive = in between;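 also: fluorescent Galphao held in activated GDP-AlF4 state binding bead-coupled RGS7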
GSH bead fluor: compound fluorescence on glutathione beads, profiling panel, artefact control, biophysical, 488/530 nm, flow cytometry; fluorescence (KMESF) at 10 µM; hit rate 0.25% among 190,000; GSH beads flow cytometry, compound fluorescence 488/530 nm; active compounds read high; in the data active = fluorescence above about 89;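 also: glutathione beads carrying GST-tagged Bcl family fusion proteins plus one bare bead set; values are compound well signal with DMSO vehicle wells as background; inactives centre near 16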
RGS4-Gao reg: modulators of RGS4 binding to Galphao, primary screen, biochemical, multiplexed bead flow cytometry; Guanine nucleotide-binding protein G(o) subunit alpha (Homo sapiens), P09471; actives lie on both sides; binding response (% of control), % at 10 µM; hit rate 0.33% among 220,000; AID 1415, 2008; in the data active = binding response below about 49% or above about 150%; inactive = in between;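 also: fluorescent Galphao activated with aluminum fluoride binding bead-coupled RGS4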
Bfl-1 Bim block: inhibitors of Bim binding to Bfl-1, primary screen, biochemical, multiplexed, bead-based flow cytometry. inhibition, % at 10 µM. Bcl-2-related protein A1 (Homo sapiens), Q16548. Bim-Bfl-1 binding inhibition. hit rate 0.12% among 190,000;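 also: 0% = wells without compound plus tracer and 100% = blocker peptide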
Bcl-XL Bim block: inhibitors of Bim-Bcl-XL binding, primary screen, biochemical, multiplexed, bead flow cytometry, human Bcl-XL. AID 1007, 2008. Bcl-2-like protein 1 (Homo sapiens), Q07817. hit rate 0.04% among 190,000. Bim peptide-Bcl-XL binding, fluorescence. inhibition, % at 10 µM
Target sequence (Q07817 whole entry, looked up): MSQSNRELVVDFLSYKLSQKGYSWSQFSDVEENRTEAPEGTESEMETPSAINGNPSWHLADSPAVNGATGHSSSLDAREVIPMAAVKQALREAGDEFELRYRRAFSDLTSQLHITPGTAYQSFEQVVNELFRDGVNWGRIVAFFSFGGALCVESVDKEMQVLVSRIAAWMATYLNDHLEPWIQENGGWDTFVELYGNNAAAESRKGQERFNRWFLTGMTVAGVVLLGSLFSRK
ABCG2 block: ABCG2 efflux pump inhibitors, primary screen, multiplex with ABCB1, IgMXP3 cells, flow cytometry. Broad substrate specificity ATP-binding cassette transporter ABCG2 (Homo sapiens), Q9UNQ0. JC-1 efflux. inhibition, % at 6.6 µM. hit rate 0.1% among 190,000. AID 1325, 2008;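 active = inhibition above 80%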;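 also: 0% = DMSO and 100% = nicardipine control wells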
Target sequence (Q9UNQ0 whole entry, looked up): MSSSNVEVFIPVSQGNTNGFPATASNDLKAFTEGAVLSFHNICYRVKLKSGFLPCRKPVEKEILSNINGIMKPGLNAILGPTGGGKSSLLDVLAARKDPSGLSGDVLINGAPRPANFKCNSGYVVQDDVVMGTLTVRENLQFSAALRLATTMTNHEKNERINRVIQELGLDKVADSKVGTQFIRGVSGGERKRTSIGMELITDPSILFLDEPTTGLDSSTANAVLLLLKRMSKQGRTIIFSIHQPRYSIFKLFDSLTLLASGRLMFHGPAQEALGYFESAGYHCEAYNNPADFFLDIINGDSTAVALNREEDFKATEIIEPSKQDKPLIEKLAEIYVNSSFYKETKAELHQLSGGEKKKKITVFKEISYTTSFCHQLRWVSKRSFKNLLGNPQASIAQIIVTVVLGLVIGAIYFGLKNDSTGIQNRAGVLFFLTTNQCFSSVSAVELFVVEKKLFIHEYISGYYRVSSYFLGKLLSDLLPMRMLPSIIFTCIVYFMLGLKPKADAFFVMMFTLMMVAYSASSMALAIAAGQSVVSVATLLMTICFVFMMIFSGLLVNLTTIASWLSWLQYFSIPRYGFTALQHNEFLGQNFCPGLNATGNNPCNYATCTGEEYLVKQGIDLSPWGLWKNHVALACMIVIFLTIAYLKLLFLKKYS
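Measure – % inhibition of efflux relative to nicardipine and DMSO · Test system – ABCG2 IgMXP3 and barcoded ABCB1 CCRF-Adr cell mix · Control set – nicardipine as high control, DMSO as low control · Compound – one concentration, 6.6 µM final · Signal – flow cytometry of retained JC-1 fluorescence · Timing – 10 min exposure at 25 °C with rotation, no wash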
An asterisk follows results filed as active; u = inconclusive; x = no result given. Rule as the data show it, unless noted: active = inhibition above about 40%.

SMILES	Avidin bead fluor	ABCB1 inh	Bcl-B Bim block	Bcl-W Bim block	Bcl-2 Bim block	RGS7-Gao reg	GSH bead fluor	RGS4-Gao reg	Bfl-1 Bim block	Bcl-XL Bim block	ABCG2 block
Cc1ccc(-c2cc(C(F)(F)F)n3ncc(C(=O)N4CCCc5ccccc54)c3n2)cc1	10	0.5	0.0	0.0	3.0	100.3	16	102.9	2.0	-1.0	-5.3
C/C(=N\NC(=S)NCCc1ccccc1)c1ccc(C#N)cc1	21	0.0	-8.0	-6.0	-10.0	112.6	30	108.2	-13.0	-5.0	31.7
O=S1(=O)CCN(Cc2ccc(Cl)c(Cl)c2)CC1	12	0.0	0.0	0.0	0.0	102.7	31	102.7	-3.0	0.0	-0.1
CN(Cc1cc2ccccc2[nH]c1=O)C(=O)C1CCCCC1	15	1.2	0.0	-3.0	0.0	86.3	8	81.0	0.0	0.0	4.6
Cc1nn2c3ccccc3n(Cc3ccccc3)c2nc1=O	6	-0.3	-3.0	-3.0	0.0	100.5	17	101.6	-2.0	-4.0	-1.0
CCOC(=O)N1CCN(C(=O)CSc2nc3c([nH]c4ccccc43)c(=O)n2C)CC1	6	-2.7	-7.0	0.0	-10.0	98.4	24	99.1	-8.0	-6.0	0.5
O=C(NC(=S)N1CCN(c2ccc(F)cc2)CC1)C12CC3CC(CC(C3)C1)C2	13	0.7	-9.0	0.0	2.0	95.2	4	97.9	2.0	-1.0	1.6
O=C1C2CC=CCC2C(=O)N1c1ccc(N2CCN(c3ccccn3)CC2)c([N+](=O)[O-])c1 (stereo unspecified)	13	8.2	-2.0	-3.0	0.0	100.6	14	100.2	-2.0	-2.0	14.4
CNC(=O)NC(=O)C(C)Oc1ccccc1F (stereo unspecified)	8	-0.1	-1.0	0.0	-3.0	101.2	16	97.6	-3.0	-2.0	0.0
O=C(NC(=S)Nc1cccc2cccnc12)c1ccccc1	21	0.2	2.0	5.0	3.0	105.2	17	107.1	0.0	3.0	3.0
CCC1=[N+](CC(=O)c2ccc(C)cc2)CCn2cccc21	12	1.0	-6.0	-4.0	-1.0	99.5	20	100.6	-2.0	0.0	5.2
CCOc1ccc(C(C)NC(=S)NC2CCCCC2)cc1OCC (stereo unspecified)	11	0.4	-3.0	-1.0	-7.0	99.5	18	99.3	-6.0	-4.0	1.7
Cc1nn(Cc2ccc(Cl)cc2)c(C)c1NC(=O)c1cc(-c2ccc3c(c2)OCO3)on1	22	0.4	-5.0	-2.0	-6.0	95.3	23	97.2	-17.0	-10.0	19.1
COC(=O)[C@H](CCSC)NC(=O)Nc1ccc(C)cc1C	6	1.4	-6.0	-1.0	-8.0	87.2	13	90.4	-11.0	-5.0	27.5
Oc1c(C(Nc2cccc(C(F)(F)F)c2)c2cccnc2)ccc2cccnc12 (stereo unspecified)	12	-0.5	-7.0	-1.0	3.0	86.8	7	92.3	15.0	-2.0	-3.2
COc1cccc(S(=O)(=O)NCC(=O)Nc2ccc(C(C)(C)C)cc2)c1	5	1.0	0.0	-2.0	-3.0	99.3	11	99.6	-1.0	-6.0	14.5
CCn1nccc1C(=O)Nc1ccc(Cl)cc1Cl	13	0.4	-3.0	0.0	-3.0	98.7	15	102.3	-1.0	-1.0	2.8
CC(Cc1c[nH]c2ccccc12)C(=O)O (stereo unspecified)	12	0.0	-1.0	5.0	-1.0	96.9	15	98.1	-2.0	3.0	9.4
COc1ccc(Cl)cc1C(=O)Nc1ccccc1N1CCN(C(=O)C(C)C)CC1	33	13.5	-2.0	-1.0	-8.0	97.1	23	99.7	-17.0	-3.0	49.7
COc1ccc(OC)c(S(=O)(=O)NCc2cccnc2)c1	7	0.2	-7.0	-1.0	-4.0	106.6	6	108.9	-10.0	-2.0	0.5

Whole records as entered above.
Oc1c(C(Nc2cccc(C(F)(F)F)c2)c2cccnc2)ccc2cccnc12 (stereo unspecified) across the screens: Avidin bead fluor: 12; ABCB1 inh: -0.5; Bcl-B Bim block: -7.0; Bcl-W Bim block: -1.0; Bcl-2 Bim block: 3.0; RGS7-Gao reg: 86.8; GSH bead fluor: 7; RGS4-Gao reg: 92.3; Bfl-1 Bim block: 15.0; Bcl-XL Bim block: -2.0; ABCG2 block: -3.2
COc1ccc(OC)c(S(=O)(=O)NCc2cccnc2)c1 across the screens: Avidin bead fluor: 7; ABCB1 inh: 0.2; Bcl-B Bim block: -7.0; Bcl-W Bim block: -1.0; Bcl-2 Bim block: -4.0; RGS7-Gao reg: 106.6; GSH bead fluor: 6; RGS4-Gao reg: 108.9; Bfl-1 Bim block: -10.0; Bcl-XL Bim block: -2.0; ABCG2 block: 0.5

New compounds follow
SMILES	Avidin bead fluor	ABCB1 inh	Bcl-B Bim block	Bcl-W Bim block	Bcl-2 Bim block	RGS7-Gao reg	GSH bead fluor	RGS4-Gao reg	Bfl-1 Bim block	Bcl-XL Bim block	ABCG2 block
CC1CCN(C2CCN(S(=O)(=O)c3ccc(F)cc3)CC2)CC1	28	-0.1	2.0	1.0	-1.0	103.0	8	101.2	0.0	-1.0	0.5
CCn1c(SCC(N)=O)nnc1-c1ccc2c(c1)OCO2	9	1.9	-6.0	0.0	-2.0	98.1	22	100.7	-7.0	-3.0	11.4
CCNC(=S)N1CCN(c2ccc([N+](=O)[O-])cc2)CC1	6	-0.7	-6.0	-4.0	-3.0	107.3	8	107.5	-1.0	-11.0	-0.5
Cc1c(Cl)cccc1Nc1nc(N)nc(CSc2ncccn2)n1	11	1.9	-1.0	-1.0	-4.0	99.0	7	106.7	-2.0	-4.0	7.0
CC(=O)OCC1=C(C(=O)O)N2C(=O)C(NC(=O)Cn3nc(C(F)F)c(Cl)c3C)C2SC1 (stereo unspecified)	11	-0.6	0.0	-4.0	-1.0	103.7	14	100.3	3.0	0.0	-0.5
CN(C=O)CP(=O)(O)CN1CCCCC1	9	0.0	2.0	0.0	1.0	103.9	8	102.4	0.0	4.0	0.0
Cc1ccc(S(=O)(=O)NCCC(=O)Nc2nnc(C)s2)cc1	10	0.1	-2.0	0.0	0.0	107.5	11	98.0	-6.0	-2.0	0.1
CN1CCN(CC(=O)Nc2cccc([N+](=O)[O-])c2)CC1	4	0.2	-3.0	-2.0	-1.0	95.1	20	96.9	-2.0	-3.0	5.0
COCCNC(=O)CCC(=O)NNc1nc2ccccc2c2nc(C)nn12	21	-0.1	-2.0	-2.0	-1.0	105.2	8	97.0	-5.0	0.0	0.0
Cc1occc1-c1nnc(SCC(=O)c2c[nH]c3ccccc23)n1C	10	0.4	-11.0	-1.0	-8.0	105.4	22	102.7	-12.0	5.0	2.5
CCCOc1ccc(-c2nc(C#N)c(NCC3CCCO3)o2)cc1 (stereo unspecified)	15	-1.0	-11.0	0.0	-12.0	95.6	35	93.7	-21.0	-7.0	31.6
Cn1cccc1-c1cc(C(=O)N/N=C/C=C/c2ccccc2)[nH]n1	23	-0.4	-6.0	5.0	0.0	100.5	10	100.6	-3.0	0.0	-0.2
O=C1CCC([N+](=O)[O-])C(c2cccc(Br)c2)N1 (stereo unspecified)	13	0.5	-6.0	-6.0	-4.0	103.7	3	100.7	-2.0	-7.0	-1.7
COCCCN(C(=O)Nc1ccc(C)c(C)c1)C(C)c1ccccn1 (stereo unspecified)	7	1.1	-7.0	0.0	-11.0	101.9	23	104.0	-14.0	-6.0	4.0
CSc1ccccc1NC(=O)C(=O)c1c[nH]c2ccccc12	5	-0.1	-8.0	-1.0	-2.0	78.2	21	81.7	-8.0	-1.0	8.4
O=C(O)COc1ccccc1C(Nc1ccccn1)c1cc(Cl)c2cccnc2c1O (stereo unspecified)	14	-1.0	-2.0	-1.0	-1.0	95.0	10	96.5	0.0	-3.0	-5.2
COc1cccc(CN(C)CC(=O)Nc2cccc(C(F)(F)F)c2)c1OC	24	0.2	10.0	3.0	5.0	99.9	8	101.1	-3.0	3.0	0.9
Cc1ccc(-c2csc3ncnc(SCC(N)=O)c23)cc1	7	-0.1	-2.0	0.0	-2.0	102.5	16	100.1	-4.0	-1.0	0.5
Cc1nn(-c2ccccc2)c(C)c1/C=C/C(=O)OCC(=O)N(C)C1CCS(=O)(=O)C1 (stereo unspecified)	7	-0.6	-1.0	0.0	-1.0	u	16	99.5	-4.0	1.0	-2.6
COc1cccc(CN2CCN(C3CCN(c4cccc(C)c4C)CC3)CC2CCO)c1 (stereo unspecified)	10	2.0	-6.0	-2.0	-6.0	103.0	50	100.6	-14.0	-4.0	0.1
O=C(Nc1cc(C(F)(F)F)ccc1N1CCOCC1)c1ccc(F)cc1	8	0.3	-1.0	-1.0	0.0	99.5	56	98.5	-3.0	0.0	2.8
COc1ccccc1NC(=S)NNC(=O)c1ccc(Cl)cc1Cl	6	-0.7	11.0	14.0	17.0	99.8	35	97.8	6.0	2.0	1.5
N/C(=N\OC(=O)CCCCCN1C(=O)c2ccccc2C1=O)c1ccccn1	10	-0.7	10.0	10.0	6.0	104.3	8	103.2	15.0	5.0	20.3
CC(=O)NCc1ccc2[nH]c(C)cc2c1	6	0.5	-5.0	0.0	-6.0	85.8	26	99.9	-7.0	-4.0	0.3
CC(C)CC(=O)Nc1ccc2oc(-c3ccncc3)nc2c1	33	0.1	0.0	-2.0	-1.0	97.7	15	101.2	-1.0	-4.0	2.0
CC(C)CNC(=O)C1CCCN1S(=O)(=O)c1ccc(Cl)cc1 (stereo unspecified)	12	1.0	x	x	u	98.2	12	101.0	x	x	1.5
Cc1cc(N)n(-c2ncnc3scc(-c4ccccc4)c23)n1	9	2.3	-6.0	4.0	-5.0	95.7	16	98.7	-7.0	1.0	2.9
CC1Nc2ccccc2C(=O)N1NC(=O)c1ccc(Br)cc1 (stereo unspecified)	12	-0.1	0.0	0.0	-2.0	103.2	12	103.3	2.0	1.0	0.2
Cn1c(COc2ccccc2)nnc1SCc1nc2ccccc2[nH]1	10	1.4	-9.0	-5.0	-8.0	103.2	31	101.1	-13.0	3.0	11.6
COc1cc(C(=O)O)ccc1OCc1c(C)noc1C	10	-0.1	0.0	1.0	-4.0	106.4	6	107.6	-6.0	-4.0	-0.4
Cc1cc(-c2n[nH]c(=S)n2-c2ccc(C)c(C)c2)no1	3	0.5	-36.0	-4.0	-4.0	107.0	8	100.6	8.0	-7.0	0.3
Cc1cc(S(=O)(=O)N2CCN(c3c(C)cccc3C)CC2)ccc1F	14	0.2	-12.0	-5.0	-12.0	101.3	37	102.1	-20.0	-12.0	5.7
CC1(C)CN(c2ccsc2C(=O)O)C1=O	11	0.9	-7.0	-5.0	-9.0	u	16	108.6	-8.0	-7.0	6.4
CCCNc1nc(N)nc(-c2cc(Cl)ccc2OC)n1	13	2.2	-8.0	-3.0	-9.0	98.6	38	103.2	-19.0	-11.0	18.8
